Screening results (PubChem BioAssay)
3CLpro inhibitor = SARS-CoV 3CLpro protease inhibition. inhibition, % at 6 µM. AID 1706. P0C6X7. recombinant SARS-CoV 3CLpro, quenched FRET peptide cleavage. 0.14% of 290,000 active; in the data active = inhibition above about 12%
PriA SSB inh = inhibitors of Klebsiella pneumoniae PriA binding to SSB C-terminal tail. AlphaScreen SSBct-PriA binding, biotinylated peptide. inhibition, % at 33 µM. 0.6% of 430,000 active. AID 1272365; in the data active = inhibition mostly above about 37%, no sharp cut-off; inactive = mostly below about 20%;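 also: plate controls were negative control peptide for no effect and reference peptide for full effect; strong numbers were not always called active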
Vc quorum ag = quorum light induction in luxS cqsA deficient V. cholerae; V. cholerae BH1578 lux reporter, luminescence, 6 h; 0.16% of 350,000 active; activation, % at 18.7 µM; in the data active = activation mostly above about 9.7%, no sharp cut-off; inconclusive = no clear call, values can overlap the other calls; inactive = mostly below about 3.7%; also: not every result past the cut was called active; inactives centre near 0; reference of the scale not given here
BoNT-A LC inh2 = BoNT A light chain protease inhibition; 0.17% of 360,000 active; AID 588499; inhibition, % at 10 µM; multiplex microsphere protease substrate cleavage, flow cytometry; also: plate controls were buffer without enzyme for full effect and enzyme alone for no effect
Anthrax LF inh2 = blocks Bacillus anthracis lethal factor protease | multiplex microsphere protease cleavage assay, LF | P15917 | inhibition, % at 10 µM | 0.12% of 360,000 active; also: plate controls were buffer without enzyme for full effect and enzyme alone for no effect
Target sequence (P15917 whole entry, looked up): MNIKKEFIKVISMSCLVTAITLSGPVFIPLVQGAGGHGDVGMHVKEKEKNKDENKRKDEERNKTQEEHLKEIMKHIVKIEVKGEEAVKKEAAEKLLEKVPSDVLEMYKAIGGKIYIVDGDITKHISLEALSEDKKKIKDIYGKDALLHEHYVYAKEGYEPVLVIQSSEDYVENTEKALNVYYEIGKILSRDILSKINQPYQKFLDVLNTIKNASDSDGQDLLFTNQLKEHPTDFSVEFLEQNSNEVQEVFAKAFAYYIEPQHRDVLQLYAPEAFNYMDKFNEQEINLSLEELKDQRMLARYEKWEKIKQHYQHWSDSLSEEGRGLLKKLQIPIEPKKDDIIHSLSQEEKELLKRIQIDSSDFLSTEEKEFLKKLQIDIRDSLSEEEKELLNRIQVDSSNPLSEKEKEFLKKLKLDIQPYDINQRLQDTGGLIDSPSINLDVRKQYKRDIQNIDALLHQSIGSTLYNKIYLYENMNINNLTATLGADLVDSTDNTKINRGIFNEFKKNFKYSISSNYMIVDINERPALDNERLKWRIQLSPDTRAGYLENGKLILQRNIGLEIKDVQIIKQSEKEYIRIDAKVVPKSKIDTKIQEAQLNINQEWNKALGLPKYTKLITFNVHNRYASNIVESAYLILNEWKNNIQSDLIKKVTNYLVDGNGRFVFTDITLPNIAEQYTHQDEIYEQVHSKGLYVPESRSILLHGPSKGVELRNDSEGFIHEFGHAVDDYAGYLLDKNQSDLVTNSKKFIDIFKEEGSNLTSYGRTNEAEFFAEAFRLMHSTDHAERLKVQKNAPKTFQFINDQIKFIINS
PfHsp40 yeast = restores yeast growth despite PfHsp40 toxicity; 0.68% of 340,000 active; AID 504582; growth rescue, % at 12.5 µM; S. cerevisiae expressing PfHsp40, growth rescue, ATP luminescence; in the data active = growth rescue above about 28%, passing the limit was not always enough; inconclusive = no clear call, values can overlap the other calls;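 also: yeast W303a lacking pdr1 and pdr3 grown in galactose medium; growth measured after three days at 30 °C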
Y pestis TopoI = Y. pestis Topo-I inhibition via cleavage products | Y. pestis Topo-I cleavage product accumulation, plate reader | activity, % at 10 µM | 0.064% of 360,000 active | AID 504884; in the data active = activity above about 50%, passing the limit was not always enough; inconclusive = no clear call, values can overlap the other calls; also: inactives centre near 2
DUSP3 inh = inhibitors of human VHR1 phosphatase (DUSP3); recombinant VHR phosphatase, pNPP absorbance; inhibition, % at 13.3 µM; 0.52% of 290,000 active; AID 1654; in the data active = inhibition above about 50%; also: some compounds called inactive have numbers as strong as hits
Target sequence (P51452 whole entry, looked up): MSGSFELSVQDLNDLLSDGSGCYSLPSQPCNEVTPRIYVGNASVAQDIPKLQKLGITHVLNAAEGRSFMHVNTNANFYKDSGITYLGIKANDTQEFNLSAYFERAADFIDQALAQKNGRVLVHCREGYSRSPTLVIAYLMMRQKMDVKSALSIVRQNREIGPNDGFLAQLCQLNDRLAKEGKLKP
CCHF vOTU inh = CCHFV vOTU protease inhibition; Pep-AMC fluorescence; inhibition, % at 11.5 µM; 0.55% of 370,000 active; in the data active = inhibition above about 30%; also: 0% = vehicle wells with enzyme and 100% = no enzyme wells
TcdB inh = TcdB glycohydrolase inhibition; TcdB glycohydrolase enzymatic assay, plate reader; inhibition, % at 9.99 µM; P18177; 0.24% of 350,000 active; AID 652162; in the data active = inhibition above about 10%
Numbers without * were called inactive; i = inactive; ? = inconclusive; nt = no result given; & = joins results of further samples. Rule as the data show it, unless noted: active = inhibition above about 30%; inconclusive = no clear call, values can overlap the other calls; inactive = below that. Only part of the results is shown, so the mix of outcomes need not match the whole.

1) CC1(C)CC(=O)C(C2C3=C(CC(C)(C)CC3=O)Oc3ccc4ccccc4c32)C(=O)C1 (stereo unspecified)
2) CS/C(=N/S(=O)(=O)c1ccc(C)cc1)c1ccccc1
3) c1ccc(Cn2c[n+](Cc3ccccc3)c3ccccc32)cc1
4) CCOc1ccc(N)cc1OC
5) COc1ccc(N2CC(C(=O)N[C@@H](C)C(=O)NCCc3ccccc3)CC2=O)cc1 (stereo partly specified)
6) COC(=O)c1ccc(Oc2nc(N(C)C)nc(N3CCOCC3)n2)cc1
7) O=[n+]1c2c(n([O-])c3c1CCCC3)CCCC2
8) Cc1ccc(N(C(=O)c2sc(C)nc2C)C(C(=O)NCc2ccco2)c2ccccc2)cc1 (stereo unspecified)

Assay by compound	1	2	3	4	5	6	7	8
3CLpro inhibitor	1	6	-8	-3	3	-2	-1	-1
PriA SSB inh	-5	nt	-2&-3	23	-4	-3	0	2
Vc quorum ag	-0.4	-0.3	-0.3	-0.3	-0.1	-0.3	i	-1.5
BoNT-A LC inh2	0.4	1.2	-1.1	5.6	0.4	0.4	-0.5	-0.6
Anthrax LF inh2	-5	0	-2	-6	-1	-2	-1	-4
PfHsp40 yeast	-0.3	0.2	3.4	0.9	0.7	0.9	0.9	-2.5
Y pestis TopoI	3	-3	-4	-1	-2	-5	3	2
DUSP3 inh	22	-14	31	16	-10	5	3	2
CCHF vOTU inh	-7	-13	14	-7	6	10	-9	2
TcdB inh	0.9	nt	0.6	2.1	-3.2	nt	nt	0.4

9) O=C(CSc1ncnc2c1nnn2Cc1ccc(F)cc1)NCC1CCCO1 (stereo unspecified)
10) COc1ccc2[nH]c(C(=O)Nc3ccccc3Cl)cc2c1
11) O=C(CSCc1ccccc1)N1CCN(C(=O)c2ccco2)CC1
12) COc1ccc(C)cc1NC(=O)CCNS(=O)(=O)c1ccc2c(c1)CCC(=O)N2
13) Cc1nnc(SC(C)C(=O)Nc2c(C)n(C)n(-c3ccccc3)c2=O)n1N (stereo unspecified)
14) CCCCOCCCNC(=O)C[C@@H]1C[C@@]2(C(=O)OCC)CCC=C2N(Cc2cccc3ccccc23)C1=O
15) COc1ccc(-n2nnnc2-c2cccc(OC)c2)cc1
16) CN(CC(=O)Nc1ccc(S(=O)(=O)N(C)C)cc1)Cc1ccc(C(F)(F)F)cc1

Assay by compound	9	10	11	12	13	14	15	16
3CLpro inhibitor	2	1	4	0	5	nt	-2	0
PriA SSB inh	-10	9	1	7	-4	nt	-13	-17
Vc quorum ag	-1.6	nt	i	-0.4	-0.2	nt	i	0.6
BoNT-A LC inh2	-0.6	nt	0.3	0.0	-1.2	-0.4	-0.5	-0.5
Anthrax LF inh2	-3	nt	-3	-1	0	-9	-3	2
PfHsp40 yeast	0.2	nt	1.3	-0.3	-1.4	nt	0.7	0.6
Y pestis TopoI	25	nt	8	1	4	nt	12	-12
DUSP3 inh	14	17	26	1	-10	nt	24	24
CCHF vOTU inh	-6	-5	-11	-4	-7	15	16	3
TcdB inh	-0.1	0.3	nt	-0.8	0.8	0.2	nt	1.7

17) O[C@@H]1CN(Cc2ccccc2Cl)CC[C@H]1N1CCOCC1
18) CCCn1c(O)c(N=NC(=O)c2ccco2)c2ccccc21
19) NS(=O)(=O)c1ccc(CCNC(=O)c2ccco2)cc1
20) Cc1ccc(C)c(S(=O)(=O)NCC(c2ccco2)N2CCc3ccccc3C2)c1 (stereo unspecified)
21) Cc1ccc(N=Nc2ccc(O)c(/C=N\NC(=O)c3ccc(N)cc3)c2)cc1C
22) COc1ccc(NC(=O)C2CCC(CNS(=O)(=O)c3cccs3)CC2)cc1OC (stereo unspecified)
23) CCC(Cc1ccccc1)NC(=O)Cn1cccc1C(=O)c1ccccc1 (stereo unspecified)
24) CC(C)(C)NC(=O)CN(CCN1CCOCC1)C(=O)CNS(=O)(=O)c1ccc(Cl)cc1

Assay by compound	17	18	19	20	21	22	23	24
3CLpro inhibitor	-5	2	4	nt	2	-1	-3	0
PriA SSB inh	-2	-3	-2	-8	nt	-3	0	6
Vc quorum ag	i	0.6	i	i	-0.3	-0.8	i	i
BoNT-A LC inh2	-6.7	-1.1	-0.1	2.5	0.8	0.2	1.5	-1.0
Anthrax LF inh2	5	-4	2	-2	-6	-2	-1	14
PfHsp40 yeast	-0.8	-1.6	0.0	-0.8	0.0	0.6	-0.1	-1.9
Y pestis TopoI	-2	2	2	34	0	13	-3	-10
DUSP3 inh	24	-7	8	nt	20	-5	2	1
CCHF vOTU inh	2	20	-11	4	3	1	14	-1
TcdB inh	0.0	0.8	0.9	-0.2	nt	0.7	1.3	1.1

25) Cc1ccc([N+](=O)[O-])cc1Nc1nc(N2CCOCC2)nc(N2CCOCC2)n1
26) CC(Sc1n[nH]c(=O)[nH]c1=O)C(=O)OCc1ccccc1 (stereo unspecified)
27) C[C@H]1CN([C@@H](C)CO)S(=O)(=O)c2ccc(Br)cc2O[C@H]1CN(C)C(=O)Nc1ccccc1F
28) C[N+](C)(C)CCCN1C(=O)CCCC1=O
29) COc1ccc(-c2nc(N)ncc2-c2ccccc2OC)c(O)c1
30) COCCCNC(=O)c1c(NC(=O)C2COc3ccccc3O2)sc2c1CCCC2 (stereo unspecified)
31) Cc1ccc(S(=O)(=O)NCc2csc(C)n2)c(C)c1
32) CCOC(=O)CNC(=O)COc1coc(CN2CCN(Cc3ccccc3)CC2)cc1=O

Assay by compound	25	26	27	28	29	30	31	32
3CLpro inhibitor	-1	5	nt	-2	4	-1	0	5
PriA SSB inh	1	-31	nt	-7	4	-15	-6	-20
Vc quorum ag	-0.5	i	i	-5.0	i	i	i	-0.3
BoNT-A LC inh2	-0.2	0.0	-0.5	1.3	0.0	nt	-0.4	1.9
Anthrax LF inh2	5	4	-2	8	-4	nt	12	2
PfHsp40 yeast	0.8	-0.5	nt	0.9	-0.1	-0.6	-0.4	-1.4
Y pestis TopoI	4	8	-4	3	-2	-3	0	-5
DUSP3 inh	22	36	nt	36	nt	20	15	-9
CCHF vOTU inh	-4	3	24	6	15	20	0	0
TcdB inh	1.8	nt	1.4&0.2	nt	13*	nt	nt	0.9

33) O=C(NCC1CCCCC1)c1cc([N+](=O)[O-])ccc1N1CCOCC1
34) CCOC(=O)C1CCCN(c2c(NCCC(C)C)c(=O)c2=O)C1 (stereo unspecified)
35) CCNC(=O)Nc1ccc2c(c1)c(=O)n(C)n2Cc1ccc(Cl)cc1
36) CCCC/C(O)=C1\C(=O)CCCC1=NCCc1c(C)[nH]c2ccc(OC)cc12
37) COc1ccc(Cl)cc1NC(=O)c1cc(C)no1
38) O=C1CSC(=S)N1N=Cc1ccc(Cl)cc1Cl
39) CCOC(=O)C1=NNC2C(=O)N(Cc3ccccc3)C(=O)C12 (stereo unspecified)
40) O=C(CCc1nc2ccccc2c(=O)[nH]1)NNC(=O)c1ccc(Cl)cc1

Assay by compound	33	34	35	36	37	38	39	40
3CLpro inhibitor	4	-3	nt	-2	-7	nt	-8	nt
PriA SSB inh	14	-5	nt	nt	-9	nt	-1&-13	-2
Vc quorum ag	-0.4	i	-0.3	i	i	-0.1	-0.7	0.3
BoNT-A LC inh2	0.3	0.1	-0.2	-2.2	-1.5	0.1	?	-2.3
Anthrax LF inh2	2	-9	0	6	-1	-6	1	1
PfHsp40 yeast	-0.8	21	nt	-2.0	1.6	-1.0	-0.2	-0.4
Y pestis TopoI	3	5	-2	-2	17	-6	11	-10
DUSP3 inh	13	17	nt	-8	-2	nt	10	nt
CCHF vOTU inh	-2	-12	-156	-11	-2	21	2	-4
TcdB inh	-0.4	1.5	0.1	0.4	-6.8	0.1	0.0	-0.8

41) O=C(CCN1C(=O)NC2(CCCC2)C1=O)Nc1cccc(S(=O)(=O)N2CCOCC2)c1
42) Cc1onc(C(=O)N2CCN(C(c3ccccc3)c3ccccc3)CC2)c1[N+](=O)[O-]
43) O=C(N/N=C/c1c[nH]c2ccccc12)c1cc(Cl)ccc1O
44) CN(C)c1ccc(-c2noc(-c3ccccc3O)n2)cc1
45) O=C(O)c1cc(=O)[nH]c2c(Cl)cccc12
46) O=C(Oc1ccccc1C(=O)N1CCOCC1)c1cccc(Br)c1
47) CC1CCCN(c2oc(-c3cccc4ccccc34)nc2C#N)C1 (stereo unspecified)
48) CC(C)C[C@H]1CNC(=O)C(=O)N1C[C@@H]1CCCN1C[C@H](CC(C)C)N1C[C@H](Cc2ccc(O)cc2)N(CCc2ccccc2)C(=O)C1=O

Assay by compound	41	42	43	44	45	46	47	48
3CLpro inhibitor	nt	-1	-1	-1	0	2	-2	nt
PriA SSB inh	-15	19	nt	-14	-13	-21	-11	nt
Vc quorum ag	-0.3	-0.4	i	i	-0.9	0.6	i	nt
BoNT-A LC inh2	0.4	-0.1	-16	0.4	-0.1	-0.8	10	-1.8
Anthrax LF inh2	5	-13	-6	-2	-6	-4	-15	-7
PfHsp40 yeast	-0.5	0.5	1.6	-1.2	-0.6	-1.8	-0.6	nt
Y pestis TopoI	0	19	-3	-2	8	15	-3	nt
DUSP3 inh	nt	15	32	19	17	9	8	nt
CCHF vOTU inh	-5	2	5	-8	19	2	-13	13
TcdB inh	1.1	1.2	0.9	nt	-1.3	nt	nt	0.9

Sorted by formula weight (low to high): part of the list above
45) O=C(O)c1cc(=O)[nH]c2c(Cl)cccc12
44) CN(C)c1ccc(-c2noc(-c3ccccc3O)n2)cc1
41) O=C(CCN1C(=O)NC2(CCCC2)C1=O)Nc1cccc(S(=O)(=O)N2CCOCC2)c1

Assay by compound	45	44	41
3CLpro inhibitor	0	-1	nt
PriA SSB inh	-13	-14	-15
Vc quorum ag	-0.9	i	-0.3
BoNT-A LC inh2	-0.1	0.4	0.4
Anthrax LF inh2	-6	-2	5
PfHsp40 yeast	-0.6	-1.2	-0.5
Y pestis TopoI	8	-2	0
DUSP3 inh	17	19	nt
CCHF vOTU inh	19	-8	-5
TcdB inh	-1.3	nt	1.1

Later entries
49) CC(=O)C1=C(C)NC(SCC(=O)c2ccc(Cl)cc2)=C(C#N)C1CC(C)C (stereo unspecified)
50) Cc1nc(-c2ccc(Cl)cc2)sc1C1(C)CC(c2ccccc2)=NO1 (stereo unspecified)
51) CCCCC1C(=O)NC(=S)N(C)C1=O (stereo unspecified)
52) Cc1c(C)n(-c2ccccc2)c2ncnc(NCCN(C)C)c12
53) CCN1CCN(CCCNC(=O)c2cc3cc4ccc(OC)cc4nc3o2)CC1
54) CC1(C)N=C(c2ccccn2)C(C)(C)N1O

Assay by compound	49	50	51	52	53	54
3CLpro inhibitor	-5	nt	nt	-4	-6	-2
PriA SSB inh	-5	-3	-13	0	13	-6
Vc quorum ag	-0.8	-0.4	1.2	i	nt	i
BoNT-A LC inh2	0.9	0.2	-0.3	-0.3	0.9	0.1
Anthrax LF inh2	-3	0	2	7	7	2
PfHsp40 yeast	-0.9	-0.6	-0.1	1.1	0.0	0.1
Y pestis TopoI	4	15	7	-4	-10	-3
DUSP3 inh	26	nt	nt	24	55*	7
CCHF vOTU inh	-1	-5	-5	6	nt	-18
TcdB inh	-3.7	0.5	-0.3	-0.5	nt	nt
